From PubChem BioAssay
S3 lipid droplet: qHTS Assay for Lipid Storage Modulators in Drosophila S3 Cells; Drosophila S3 cells, BODIPY lipid droplet fluorescence, 18-24 h; cells fed with added oleic acid; lipid storage change, negative = inhibition, % at the top dose, mostly 46.1 µM; hits show Potency in µM; 320,000 compounds, 0.64% hits; AID 2685; active means well fitted inhibition curve with a large enough effect in the signal ratio, with a control signal flat, not every such curve was filed as active; inconclusive means small, poorly fitted or top-dose-only effect, or effect the other way, or a change in a side signal; the % refers to the signal ratio
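Laser-scanning cytometry quantifies lipid droplet accumulation (500–530 nm total intensity; droplet/cell object ratio) in oleic acid-fed (400 uM added) Drosophila S3 cells treated with a concentration series. 20 uM Triacsin C defined 100% inhibition.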
S3 lipid droplet cell count max: recorded beside S3 lipid droplet, whose call it bears; cell number change, %; measured here: cell count max response;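 cells counted by Cell Tracker Red CMTPX staining in the red channel; peak over a dose series mostly up to 46.1 µM; percent activity relative to internal control wells on each plate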
Numbers without * were called inactive; i = inactive; u = inconclusive; x = no result given. On the % scale 0 is the no-effect control and ±100 the full control effect; potency means the concentration at half of the fitted maximal effect. Not all compounds are listed; count on the stated rates, not on these rows.

S3 lipid droplet cell count max | S3 lipid droplet | Molecule
x | u | CC1Cn2c(nc3c2c(=O)[nH]c(=O)n3C)O1 (stereo not drawn)
x | -1% | CN(C)c1c(N)[nH]c2c(c1=O)c(=O)n(C)c(=O)n2C
-5 | 13% | Cn1ncc(N=Cc2ccccc2[N+](=O)[O-])c1C(N)=O
x | u | Cc1ccc(S(=O)(=O)NCCCCCC(N)=O)cc1
x | u | Cc1cc(OCc2nc(-c3ccc(NC(=O)c4cccnc4)cc3)no2)ccc1Cl
1 | 1% | Cc1ccccc1C(=O)NNc1ncnc2c1cnn2C
x | u | CCNS(=O)(=O)c1ccc(CCC(=O)N2CCN(c3ccc(OC)cc3)CC2)cc1
x | u | O=C(CCCOc1ccc(Cl)cc1Cl)Nc1ccncc1
x | u | O=C(NCCC1=CCCCC1)c1ccc(Br)o1
x | u | Cc1nccc(-c2ccc(-n3c(C)ccc3C)cc2)n1
0 | 3% | COC(=O)Cc1c(C)c2ccc(OC(=O)c3ccco3)cc2oc1=O
x | u | COc1ccc(/C=C2\SC(N)=NC2=O)cc1Br
x | u | CCOC(=O)c1c(C)[nH]c(NC(=O)N2CCOCC2)c1C
x | u | COc1cccc([C@@H]2CC=C(C(=O)O)[C@H](c3ccccc3)N2S(=O)(=O)c2ccc(C)cc2)c1
x | u | Cc1ccccc1CNc1ccc(C(CC(N)=O)NC(=O)c2ccc(Br)cc2)cc1[N+](=O)[O-] (stereo not drawn)
x | u | O=C(Nc1ccc(O)cc1)c1cc2n(n1)C(C(F)(F)F)CC(c1ccco1)N2 (stereo not drawn)
x | u | CCOc1ccc(NC(=O)C2=NN(c3ccccc3)C(=O)CC2)cc1S(=O)(=O)N1CCCCC1
x | u | CCC(NC(=O)CNC(=O)c1ccc2c(c1)OCO2)c1ccc(Br)cc1 (stereo not drawn)
x | u | O=C(NCCc1ccccc1)/C(=C\c1cccc([N+](=O)[O-])c1)NC(=O)c1ccco1
x | u | COCCNC(=O)COc1cc(=O)n(C)c2ccccc12
x | u | Cc1ccc(S(=O)(=O)N/N=C(\c2ccccc2)c2cccnc2)cc1
-17 | 6% | CCCC(=O)NCCSC
x | u | Cc1nn(Cc2ccccc2)c2sc(C(=O)N3CCN(Cc4ccc5c(c4)OCO5)CC3)cc12
x | i | CCCSc1cc(=O)n(-c2ccccc2)nc1C(=O)OCC
x | u | Cn1ccsc1=NC(=O)c1ccccc1F
x | u | COc1ccc(NC(=O)c2ccccc2)c([N+](=O)[O-])c1
-11 | -5% | Cc1cc(Nc2ccc(C(=O)N3CCCCC3)cc2)c2cccc(C)c2n1
-1 | 1% | O=C(CN1CCN(C2CCCCC2)CC1)NCCC1=CCCCC1
x | u | Cc1ccc(C(=O)O/N=C(\N)Cc2cccc3ccccc23)cc1
-14 | -14% | Cc1ccc(S(=O)(=O)N2CCOCC2)cc1NC(=O)CSc1nc(N)cc(N)n1

(next part)
S3 lipid droplet cell count max | S3 lipid droplet | Molecule
x | u | C=Cn1c(C(=O)O)ccc1-c1ccc(OC)cc1
x | u | CSc1cccc(NC(=O)N2CCCC(CNS(=O)(=O)Cc3ccccc3)C2)c1 (stereo not drawn)
0 | -3% | O=C(CSc1nnc(NC(=O)c2cccc(F)c2)s1)NCC1CCCO1 (stereo not drawn)
x | i | C=CCNc1nc(SC)nc2ccsc12
-15 | -8% | CN1C(=S)SC(N(O)C(=O)Nc2ccc(Cl)c(Cl)c2)C1(C)C (stereo not drawn)
21 | 6% | O=S(=O)(c1ccccc1)N1CCC2(CC1)OCCO2
19 | 6% | CCOc1ccccc1N1CCN(C(=O)c2cc(C)oc2C)CC1
x | u | Cc1nn(C)cc1CNC(=O)c1cccc(Cl)c1
1 | 7% | COCCNC(=O)CN1C(=O)COc2ccc(S(=O)(=O)N3CC(C)CC(C)C3)cc21 (stereo not drawn)
x | u | CC(Sc1nncs1)C(=O)NCc1ccc2c(c1)OCO2 (stereo not drawn)
x | u | O=C(Cc1cccs1)NCc1ccc(Cl)cc1Cl
x | i | COc1ccc(OC)c(NC(=O)CSc2nnc(CNC(=O)c3ccccc3F)o2)c1
1 | -4% | CSCC[C@H](NC(=O)Nc1ccc(OC(F)(F)F)cc1)C(=O)O
x | u | S=c1[nH]nc(C2CCCCC2)n1/N=C/c1ccccc1Cl
3 | -6% | Cc1ccccc1Nc1ncc(C#N)c(N)n1
x | u | CN(CC(=O)Nc1ccccc1N1CCOCC1)S(=O)(=O)c1ccc(Cl)cc1
x | u | COC(=O)c1ccc(COC(=O)c2cccnc2Cl)cc1
x | u | CCN(CC)C(=O)C(=O)c1cccn1-c1ccc(C#N)cc1
x | 2% | C(=N\n1cnnc1)/c1cccnc1
19 | 6% | COC(=O)c1ccc(NC(=O)CSc2nc(N)c(NC(=O)c3ccc(Br)o3)c(=O)[nH]2)cc1
x | u | CCc1cc(-c2n[nH]c(C)c2-c2nc(C)cs2)c(O)cc1OC
x | u | CCOC(=O)C1=C(C)NC2=C(C(=O)c3ccccc32)C1c1ccc(O)cc1 (stereo not drawn)
x | u | Cc1sc(N)nc1C12CC3CC(CC(C3)C1)C2
x | u | CN(C)N=Nc1ccc(S(=O)(=O)NC(Cc2ccccc2)C(=O)O)cc1 (stereo not drawn)
5 | -1% | Cc1ccc(C(=O)CN2C(=O)C(C)Oc3ccccc32)cc1 (stereo not drawn)
x | u | CN(CC(=O)Nc1cccc(F)c1)C(=O)c1cn2ccccc2n1
x | u | CC[C@@H](C)[C@H](NC(=O)Cc1c(C)c2c(cc(C)c3c(C)c(C)oc32)oc1=O)C(=O)O
x | u | CCOc1ccccc1CNC(=O)Cn1ccc2cc(S(=O)(=O)N3CCCC3)ccc21
x | u | COc1ccc(CCNC(=O)CN2c3cccc4cccc(c34)S2(=O)=O)cc1OC
x | u | CCN(CC)C(=O)COc1coc(CN2CCN(c3cccc(Cl)c3)CC2)cc1=O

More entries
S3 lipid droplet cell count max | S3 lipid droplet | Molecule
x | u | COC(=O)C1=C(C)N(c2ccc(F)cc2)C(=O)C1
x | u | Cc1cc(C(=O)NCc2cc(C(=O)O)oc2C)c(C)o1
9 | 7% | Cc1ccc(NC(=O)CNCc2ccccc2)c(Br)c1
-2 | -4% | CC(=O)N/C(=C\c1ccccc1)C(=O)OCC(=O)c1c(N)n(CC(C)C)c(=O)n(C)c1=O
-11 | -5% | CC(C)NC(=O)COc1ccccc1C#N
-2 | 11% | CC(=O)c1ccc(Nc2c3c(c(C#N)c4nc5ccccc5n24)CCC3)cc1
12 | i | CCC(C)Nc1nc(-c2ccc3c(c2)NC(=O)CO3)cs1 (stereo not drawn)
-3 | -15% | O=C(O)CCSc1nnc(COc2ccc(Cl)cc2)n1-c1ccccc1
x | u | Nc1ccc(C(=O)N/N=C\c2cc(N=Nc3cccc4ccccc34)ccc2O)cc1
x | i | O=C(CSc1nnc(-c2ccccc2Cl)o1)N1CCCCC1
x | u | COC(=O)C1=C(C)N(c2ccc(Cl)cc2)/C(=C/c2ccc(O)cc2)C1=O
x | u | CCOP(=O)(OCC)C(Nc1cccc([N+](=O)[O-])c1)c1ccc(N(C)C)cc1 (stereo not drawn)
-14* | 23µM* | O=C(O)c1ccc(-n2nnnc2Oc2cccc3cccnc23)cc1
3 | 0% | Cc1nc(N)sc1C(=O)N/N=C/c1cccnc1
x | u | COc1ccccc1CNC(=O)c1c(-c2ccccc2Cl)noc1C
x | u | Cc1cc(C)c(C#N)c(SCc2[nH]nc3c2C(c2ccccc2)C(C#N)=C(N)O3)n1 (stereo not drawn)
x | u | CCCN1CCN(C(=O)c2oc3ccccc3c2NC(=O)C2CC2)CC1
x | u | COc1cccc(COC(=O)C2CCN(C(=O)c3ccccc3C)CC2)c1OC
x | u | Cc1cccc(OCCCC(=O)Nc2ccccc2C(F)(F)F)c1
x | u | CC1CCCCN1Cc1ccc(N(C)C)cc1 (stereo not drawn)
x | 18% | CN(CC(=O)Nc1ccccc1Cl)C(=O)c1cccc(-n2cccc2)c1
x | u | O=Cc1ccc(-c2ccc(Cl)cc2Cl)[nH]1
5 | -9% | COc1cc(C(=O)Oc2ccc3c(c2)OCC3=O)cc(OC)c1OC
x | u | CCC(C(=O)n1cccc1C#N)c1ccccc1C (stereo not drawn)
x | 24% | CC(C)NC(=O)CSc1nc2[nH]ncc2c(=O)[nH]1
13 | 3% | CCCCCNC(=O)c1ccc2c(=O)n(CC3CCCO3)c(=S)[nH]c2c1 (stereo not drawn)
2 | -2% | O=C(CSCCO)Nc1ccccc1
x | u | COc1cccc(CC(=O)OCC(=O)N(C)CC(=O)Nc2ccc(F)cc2)c1
x | u | O=C(c1ccc(NS(=O)(=O)c2ccccc2)cc1)N1CCOCC1
x | u | CC(OC(=O)c1cc(=O)[nH]c2ccccc12)C(=O)Nc1ccc(Cl)cn1 (stereo not drawn)

Fetched one by one from the list above:
S3 lipid droplet cell count max | S3 lipid droplet | Molecule
13 | 3% | CCCCCNC(=O)c1ccc2c(=O)n(CC3CCCO3)c(=S)[nH]c2c1 (stereo not drawn)
x | 24% | CC(C)NC(=O)CSc1nc2[nH]ncc2c(=O)[nH]1
x | u | COc1cccc(COC(=O)C2CCN(C(=O)c3ccccc3C)CC2)c1OC
-14* | 23µM* | O=C(O)c1ccc(-n2nnnc2Oc2cccc3cccnc23)cc1
x | u | Cc1cccc(OCCCC(=O)Nc2ccccc2C(F)(F)F)c1
9 | 7% | Cc1ccc(NC(=O)CNCc2ccccc2)c(Br)c1

Further entries follow:
S3 lipid droplet cell count max | S3 lipid droplet | Molecule
-12 | -4% | Cc1cc(C(=O)Nc2ccc(S(=O)(=O)Nc3onc(C)c3C)cc2)c(C)o1
x | u | CN(C)CCn1c(=S)[nH]c2ccccc2c1=O
3.3* | 5.2µM* | Cc1cccc(C2NC(c3cccc(C)c3)C([N+](=O)[O-])C(C)(C)C2[N+](=O)[O-])c1 (stereo not drawn)
1 | 10% | O=C(COc1ccc(Cl)cc1)NCc1nnc(SCC(=O)NC2CCCC2)o1
7 | i | COc1cccc(CN(C)CC(=O)Nc2ccccc2C(=O)NC2CC2)c1
x | u | O=C1NC[C@H](CC2CCCCC2)N(CCc2cccc(F)c2)C1=O
x | u | O=C(Nc1cccc(F)c1)Nc1ccnn1C1CCN(C(=O)c2ccccn2)CC1
x | 7% | O=S(=O)(CC(CN1CCOCC1)N1CCOCC1)c1ccccc1 (stereo not drawn)
-3 | i | Cc1ccc(S(=O)(=O)N2CCC(C(=O)Nc3ccccc3N3CCCCC3)CC2)cc1C
x | u | O=S(=O)(NCCSc1ccccc1)c1ccc(F)cc1
x | u | CC(C)CCNC(=O)CCS(=O)(=O)c1cccc2nonc12
-4 | -9% | COc1ccc(CNC(=O)Cc2csc(Nc3nc(=S)[nH]c4ccccc34)n2)cc1
0 | -19% | COc1ccc(OCC(=O)NCc2cccnc2)cc1
-15 | i | Cc1nn(CC(=O)NCCCN2CCN(C)CC2)c(=O)c2cc(-c3ccccc3)nn12
1 | 25% | CN(C)c1oc(-c2ccco2)nc1C#N
x | u | COc1ccc(CCn2c(N3CCN(C)CC3)nc3c2c(=O)[nH]c(=O)n3C)cc1
x | u | O=C(NC1CCCc2ccccc21)c1cccc(Br)c1 (stereo not drawn)
25 | i | C#CCSc1nnc(-c2ccccc2)c(=O)[nH]1
3 | 6% | O=S(=O)(Nc1ccc2ccccc2n1)c1ccc2c(c1)CCO2
-6 | 8% | CCN(CC#CCC1(O)c2ccccc2-c2ccccc21)C(C)C
x | u | CN(C)c1ccc(N=Nc2ccccc2C(=O)OCC(=O)Nc2ccccc2C(F)(F)F)cc1
x | u | CC1CCCCN1C(=O)COC(=O)c1ccc2ccccc2n1 (stereo not drawn)
x | u | COc1cccc(CC(=O)Nc2ccc3c(c2)OC2(CCCC2)O3)c1
-4 | 0% | COc1ccccc1CN1C[C@@H]2C[C@@H](c3ccc(C)cc3)N3CCC[C@@]23C1=O
-10 | i | Cc1nn(CC(=O)NCCN2CCOCC2)c(=O)c2cc3sccc3n12
x | u | Cc1ccc(S(=O)(=O)NCCSc2nnc(N)s2)cc1
1 | -8% | N/N=C1\CCCc2nonc21
x | u | Cc1cccc(NC(=O)c2cccc(C(F)(F)F)c2)c1
14 | -9% | NC(=O)/C(=C\c1ccccc1)NC(=O)c1ccc(NC(=O)c2ccccc2)cc1
x | u | COc1ccc(CCN(Cc2cc3cc(C)ccc3[nH]c2=O)C(=O)N2CCCC2)cc1OC
-5 | -18% | COC(=O)[C@H](CC(C)C)NC(=O)Nc1ccc(F)cc1
x | u | COC(CN(C(=O)CCl)C(C(=O)NC1CCCCC1)c1ccccc1C)OC (stereo not drawn)

An excerpt from above in order of the S3 lipid droplet value, highest first:
S3 lipid droplet cell count max | S3 lipid droplet | Molecule
1 | 25% | CN(C)c1oc(-c2ccco2)nc1C#N
-6 | 8% | CCN(CC#CCC1(O)c2ccccc2-c2ccccc21)C(C)C
x | 7% | O=S(=O)(CC(CN1CCOCC1)N1CCOCC1)c1ccccc1 (stereo not drawn)
-12 | -4% | Cc1cc(C(=O)Nc2ccc(S(=O)(=O)Nc3onc(C)c3C)cc2)c(C)o1
14 | -9% | NC(=O)/C(=C\c1ccccc1)NC(=O)c1ccc(NC(=O)c2ccccc2)cc1
-5 | -18% | COC(=O)[C@H](CC(C)C)NC(=O)Nc1ccc(F)cc1

Grouped by structure: those above with a thiophene ring, fused or not
S3 lipid droplet cell count max | S3 lipid droplet | Molecule
x | u | Cc1nn(Cc2ccccc2)c2sc(C(=O)N3CCN(Cc4ccc5c(c4)OCO5)CC3)cc12
x | i | C=CCNc1nc(SC)nc2ccsc12
x | u | O=C(Cc1cccs1)NCc1ccc(Cl)cc1Cl
-10 | i | Cc1nn(CC(=O)NCCN2CCOCC2)c(=O)c2cc3sccc3n12
